12-hLO inh = inhibitors of human 12-lipoxygenase (ALOX12) | purified 12-hLO, xylenol orange hydroperoxide absorbance | Potency, µM (doses to about 57.1 µM), inactives show top-dose activity change, negative = inhibition, hits mostly inhibitors | 150,000 tested, 0.12% active | AID 1452; note: potency is the fitted concentration of half-maximal effect; nearly all actives have a fitted effect of over 55% in size; many of its hits are not listed in these tables
Target sequence (P18054 whole entry, looked up): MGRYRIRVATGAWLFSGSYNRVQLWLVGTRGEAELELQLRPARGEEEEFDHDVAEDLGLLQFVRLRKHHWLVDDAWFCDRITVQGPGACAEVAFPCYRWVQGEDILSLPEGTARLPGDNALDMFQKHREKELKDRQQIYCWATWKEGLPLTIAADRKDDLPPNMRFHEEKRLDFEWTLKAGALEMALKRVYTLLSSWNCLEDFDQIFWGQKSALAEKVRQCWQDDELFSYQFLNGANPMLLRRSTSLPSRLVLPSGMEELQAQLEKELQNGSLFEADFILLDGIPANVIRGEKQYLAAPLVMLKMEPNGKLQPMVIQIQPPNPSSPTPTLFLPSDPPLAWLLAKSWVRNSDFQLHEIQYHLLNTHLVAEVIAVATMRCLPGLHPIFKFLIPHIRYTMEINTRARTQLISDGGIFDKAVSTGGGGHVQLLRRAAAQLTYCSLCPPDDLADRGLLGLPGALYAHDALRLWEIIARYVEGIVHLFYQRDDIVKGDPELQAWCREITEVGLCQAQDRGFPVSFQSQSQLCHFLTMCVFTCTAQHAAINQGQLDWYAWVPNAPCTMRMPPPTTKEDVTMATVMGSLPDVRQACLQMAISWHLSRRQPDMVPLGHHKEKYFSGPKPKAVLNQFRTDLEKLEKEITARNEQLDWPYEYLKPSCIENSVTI
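Hydroperoxide output read as Fe(III)-xylenol orange absorbance, 573-to-405 nm ratio, after 30 min reaction with 40 uM arachidonic acid. Enzyme: 150 nM purified human 12hLO, 15 min compound preincubation; 25 mM Hepes pH 7.0, room temperature.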
IMPase cell inh = membrane-permeable compound that blocks inositol monophosphatase. 120,000 tested, under 10 active. inhibition (IP1 accumulation), % at 46.1 µM. P97697. CHO-M1 cells, IP1 accumulation, HTRF TR-FRET ratio; active = well fitted curve in the direction sought with a large enough effect in the signal ratio, not every such curve was filed as active; inconclusive = small, poorly fitted or top-dose-only effect, or a change in a side signal; inactive = no such curve, though single readings can be large or run the other way; the % refers to the signal ratio;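 note: cells stimulated with carbachol in lithium chloride buffer; plate controls were DMSO basal wells for no effect and reference inhibitor wells for full effect; higher means more IMPase inhibition seen as more IP1 and lower FRET ratio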
Target sequence (P97697 whole entry, looked up): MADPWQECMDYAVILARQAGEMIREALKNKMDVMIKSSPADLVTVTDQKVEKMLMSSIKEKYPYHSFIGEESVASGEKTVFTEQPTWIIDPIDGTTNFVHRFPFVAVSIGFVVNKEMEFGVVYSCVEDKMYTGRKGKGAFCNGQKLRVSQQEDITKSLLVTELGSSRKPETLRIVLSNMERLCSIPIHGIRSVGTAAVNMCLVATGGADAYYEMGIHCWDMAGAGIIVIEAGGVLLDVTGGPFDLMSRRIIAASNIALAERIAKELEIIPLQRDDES
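Measured: the HTRF emission ratio (665/620 nm) plus the 620 nm donor channel, each fitted to the Hill equation to give AC50. Cells were CHO-M1 given compounds up to 46 uM and a 30 min carbachol stimulation at 37C.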
PNC inhibitor = blocks assembly of the perinucleolar compartment; 140,000 tested, 3.1% active; activity change (PNC), negative = inhibition, % at 10 µM; PC3M PTB-GFP, PNC prevalence imaging, 16 h; active compounds read low;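 active = readout at or below -70, meaning at least 70% loss of cells showing the perinucleolar compartment, a nuclear body marking cancer cells; inconclusive = readout between -30 and a set limit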;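 note: plate controls were DMSO wells for no effect and camptothecin positive control wells for full effect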
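Read-out is percentage of cells bearing a perinucleolar compartment, from automated 20x imaging of fixed, Hoechst-stained PC3M PTB-GFP cells. Cells were seeded 4 h, then exposed 16 h to compound (23 nl of library stock) in duplicate plates.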
15-hLO-2 inh = inhibitors of human 15-lipoxygenase 2 (ALOX15B). O15296. Potency, µM (top dose mostly 57.1 µM), for inactives: at the highest dose activity change, negative = inhibition, usual class: inhibitors. AID 881. 110,000 tested, 0.56% active. purified 15hLO-2, xylenol orange hydroperoxide absorbance; note: potency is the fitted concentration of half-maximal effect; nearly all actives have a fitted effect of over 60% in size; many of its hits are not listed in these tables
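Purified human 15hLO-2 (50 nM) preincubated 15 min with compound, then 45 uM arachidonic acid for 90 min at RT in 25 mM Hepes pH 7.5, 0.01% Triton X-100. Hydroperoxide detected by Fe-xylenol orange; 573/405 nm absorbance ratio.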
* = called active by the depositor; ? = inconclusive; nt = not tested or not shown; [ ] = another dose, or the depositor's remark. Unless noted, calls come from the whole dose curve; as a rule, active = well fitted curve in the direction sought with a large enough effect; inconclusive = small, poorly fitted or top-dose-only effect, or another doubt; inactive = no such curve, though single readings can be large; an effect the other way counts as inactive or inconclusive. Unless noted, % is set by controls: 0 for no effect and ±100 for the full control effect. Only part of the results is shown (hit frequency here may not be typical).

SMILES | 12-hLO inh | IMPase cell inh | PNC inhibitor | 15-hLO-2 inh
CCOC(=O)N1CCN(CC(=O)Nc2ccc(OC)cc2)CC1 | -5% | 9 | 3 | -2%
O=C(/C=C/c1ccccc1Cl)N(Cc1ccccc1)C1CCS(=O)(=O)C1 (centres undefined) | -1% | -2 | -21 | nt
CCn1nc([N+](=O)[O-])c(C(C#N)c2nc3ccccc3n2C)c(Cl)c1=O (centres undefined) | -3% | nt | ? | nt
O=C(N/N=C/c1cc([N+](=O)[O-])ccc1O)c1ccc2c(c1)OCCO2 | -3% | nt | 29 | nt
Cc1ccc(C)c(NC(=O)CN(C)C(=O)COc2ncnc3sccc23)c1 | -3% | nt | -6 | nt
CCOC(=O)C(CC)n1cnc2c(nnn2-c2ccc(C)cc2)c1=O (centres undefined) | -7% | 3 | -24 | 18%
Cc1cccc(C)c1OCc1n[nH]c(=S)o1 | 1% | 3 | 53 | nt
CC(=O)Nc1cc2c(cc1C(=O)c1ccccc1)OCCO2 | -6% | 4 | -17 | 1%
CCCSc1nnc(NC(=O)Nc2ccc(F)cc2)s1 | -4% | 15 | -83* | -1%
CCCCCCCCCCCCCC(=O)O | -1% | nt | nt | ?
CCOc1ccc(OCC)c(NC(=O)CSc2nc3c(c(=O)n(C)c(=O)n3C)n2C(C)C)c1 | -13% | 1 | -17 | 3%
COc1ccccc1/C=N/n1c(N)c(S(=O)(=O)c2cccs2)c2nc3ccccc3nc21 | -5% | 7 | -20 | -19%
c1ccc(-c2nnc(-c3ccccn3)nc2NC2CCCCC2)cc1 | -1% | 1 | 59 | 37%[activator]
Cn1c(SCC(=O)N=Nc2c(O)[nH]c3ccccc23)nc2ccccc21 | -3% | -6 | 10 | nt
O=C(Nc1cccc(OC(=O)c2ccco2)c1)c1ccco1 | -1% | -1 | 32 | -6%
C[N+](C)(C)c1cc2c(nn1)Nc1ccccc1S2 | 9%[11.4 µM] | nt | nt | 7%[11.4 µM]
CCOC(=O)CSC(CC)C(=O)Nc1nnc(C(C)C)s1 (centres undefined) | 1% | -12 | -10 | nt
CC(C)CCN1CN(S(=O)(=O)c2cccs2)c2nc3ccccc3nc21 | -11% | -6 | 10 | -12%
CCN(Cc1ccccc1)C(=O)CSc1nc(C)cc2c1C(=O)OC2 | -2% | -11 | 28 | -13%
Cc1ccc(S(=O)(=O)N2CCCC2C(=O)Nc2nc3c(s2)CCCC3)cc1 (centres undefined) | -5% | 15 | ? | 23%
Cc1cccc(-n2c(CCCN3C(=O)c4ccccc4C3=O)nc3ccccc3c2=O)n1 | 6% | 5 | 12 | -4%
Cc1nc2ccccc2nc1N1CCC(C)CC1 | -8% | 16 | 28 | 12%
O=C(O)c1nn2c(C(F)(F)F)cc(-c3cccs3)nc2c1Cl | 0% | nt | ? | nt
COc1ccc(C=O)cc1COc1ccc(F)cc1F | -2% | -11 | 16 | -18%
CCOC(=O)C1=C(CSc2nc3ccccc3s2)NC(=O)NC1c1cccc([N+](=O)[O-])c1 (centres undefined) | -8% | ? | 4 | -6%
(listing goes on)
SMILES | 12-hLO inh | IMPase cell inh | PNC inhibitor | 15-hLO-2 inh
Cc1ccc(NC(=O)c2oc3ccc(S(=O)(=O)N4CCOCC4)cc3c2C)cc1C | -6% | nt | -16 | nt
Cc1c(N=Cc2c(O)n(C3CCCCC3)c(=O)[nH]c2=O)c(=O)n(-c2ccccc2)n1C | -4% | 0 | -21 | -20%
CCOc1ccc(-c2nnc3ccc(SCC(=O)Nc4nc5ccccc5s4)nn23)cc1 | -2% | 1 | 14 | nt
CCOc1ccc(NC(=O)CCS(=O)(=O)c2cccc3nsnc23)cc1 | -1% | 4 | 11 | -11%
O=C(O)COc1ccc(Br)cc1/C=N/O | -2% | -11 | -10 | -4%
COc1cc(C2C(C(C)=O)=C(O)C(=O)N2CCc2ccc(OC)c(OC)c2)ccc1O (centres undefined) | -2% | 6 | 57 | 8%
O=C(CC(Cc1ccccc1)c1ccco1)NC1CCCCC1 (centres undefined) | 1% | 4 | -13 | -4%
O=C(OCc1nc2scc(-c3ccccc3)c2c(=O)[nH]1)c1cccc([N+](=O)[O-])c1 | -2% | 17 | ? | nt
C#CC1(O)CC(C)NCC1(C)CCC#N (centres undefined) | 2% | 15 | -17 | -1%
COc1ccc(N2CCCCn3c2nc2c3c(=O)[nH]c(=O)n2C)cc1 | -4% | 6 | 37 | -1%
CCc1nc2ccccc2n1CCC(=O)O | -3% | 2 | -15 | nt
Cc1ccccc1Oc1ccc(NC(=O)C2CC=CCC2C(=O)O)cc1 (centres undefined) | 3% | nt | -83* | nt
O=C(NC1(C(F)(F)F)NC(=O)N(C2CCCCC2)C1=O)c1cccs1 (centres undefined) | -2% | -7 | -17 | -1%
O=C(Cc1cccs1)Nc1ccc(C(=O)O)cc1 | -7% | -2 | -1 | -4%
Clc1ccccc1Cn1nnc(-c2cccs2)n1 | -2% | 8 | 1 | -2%
Cc1ccc(Oc2ccc3c(c2)C(=O)N(c2cccc4cccnc24)C3=O)cc1 | 6% | 0 | 49 | 21%
CCc1nnc(NC(=O)CSc2nnc(C)n2Cc2ccccc2)s1 | 4% | -5 | -4 | nt
CSC1=NCCN1C(=O)c1ccc(S(=O)(=O)N2CCOCC2)cc1 | -3% | 6 | 36 | 4%
COC(=O)CC1SC(=O)NC1=O (centres undefined) | -1% | -6 | 5 | 4%
CC(=O)N1N=C(c2ccc3ccccc3c2)OC1(C)C | 0% | nt | ? | nt
COc1cc(C(=O)O)cc(NC(=O)c2cccs2)c1OC | 20% | nt | 46 | nt
COc1ccc(S(=O)(=O)N2CCOCC2)c(C)c1C | 3% | 10 | 394 | nt
CC(C)OCC(O)CCc1n[nH]c(=S)n1-c1ccccc1 (centres undefined) | -3% | nt | 44 | nt
CCc1cc2cc(C)cc(C)c2nc1SCC(=O)N1CCCC1 | 3% | 8 | -2 | nt
COCCOC(=O)c1c(C)oc2ccc(OCC=C(C)C)cc12 | -19% | -3 | -21 | 18%

Not a retest: entries from further up.
SMILES | 12-hLO inh | IMPase cell inh | PNC inhibitor | 15-hLO-2 inh
CC(=O)N1N=C(c2ccc3ccccc3c2)OC1(C)C | 0% | nt | ? | nt
COc1cc(C(=O)O)cc(NC(=O)c2cccs2)c1OC | 20% | nt | 46 | nt
COc1ccc(S(=O)(=O)N2CCOCC2)c(C)c1C | 3% | 10 | 394 | nt

An excerpt from above in order of molecular weight, smallest number first.
SMILES | 12-hLO inh | IMPase cell inh | PNC inhibitor | 15-hLO-2 inh
COC(=O)CC1SC(=O)NC1=O (centres undefined) | -1% | -6 | 5 | 4%
C#CC1(O)CC(C)NCC1(C)CCC#N (centres undefined) | 2% | 15 | -17 | -1%
CCc1nc2ccccc2n1CCC(=O)O | -3% | 2 | -15 | nt
O=C(Cc1cccs1)Nc1ccc(C(=O)O)cc1 | -7% | -2 | -1 | -4%
CC(=O)N1N=C(c2ccc3ccccc3c2)OC1(C)C | 0% | nt | ? | nt
O=C(O)COc1ccc(Br)cc1/C=N/O | -2% | -11 | -10 | -4%
Clc1ccccc1Cn1nnc(-c2cccs2)n1 | -2% | 8 | 1 | -2%
COc1ccc(S(=O)(=O)N2CCOCC2)c(C)c1C | 3% | 10 | 394 | nt
COc1cc(C(=O)O)cc(NC(=O)c2cccs2)c1OC | 20% | nt | 46 | nt
COCCOC(=O)c1c(C)oc2ccc(OCC=C(C)C)cc12 | -19% | -3 | -21 | 18%
CCc1cc2cc(C)cc(C)c2nc1SCC(=O)N1CCCC1 | 3% | 8 | -2 | nt
COc1ccc(N2CCCCn3c2nc2c3c(=O)[nH]c(=O)n2C)cc1 | -4% | 6 | 37 | -1%
Cc1ccccc1Oc1ccc(NC(=O)C2CC=CCC2C(=O)O)cc1 (centres undefined) | 3% | nt | -83* | nt
Cc1ccc(Oc2ccc3c(c2)C(=O)N(c2cccc4cccnc24)C3=O)cc1 | 6% | 0 | 49 | 21%
CCOc1ccc(NC(=O)CCS(=O)(=O)c2cccc3nsnc23)cc1 | -1% | 4 | 11 | -11%
Cc1c(N=Cc2c(O)n(C3CCCCC3)c(=O)[nH]c2=O)c(=O)n(-c2ccccc2)n1C | -4% | 0 | -21 | -20%
Cc1ccc(NC(=O)c2oc3ccc(S(=O)(=O)N4CCOCC4)cc3c2C)cc1C | -6% | nt | -16 | nt
CCOc1ccc(-c2nnc3ccc(SCC(=O)Nc4nc5ccccc5s4)nn23)cc1 | -2% | 1 | 14 | nt

Going on with the list.
SMILES | 12-hLO inh | IMPase cell inh | PNC inhibitor | 15-hLO-2 inh
C=C(C)CSc1nnc(-c2ccc(OC)c(OC)c2)n1N | -5% | 8 | ? | 0%
O=C(O)CNC(=O)c1ccccc1F | 0% | -7 | 20 | 0%
CCn1c(=NC(=O)c2ccco2)sc2cccc(F)c21 | 4% | -3 | -18 | -2%
Nc1c(C(O)(C(F)(F)F)C(F)(F)F)ccc2ccccc12 | -5% | ? | 21 | -26%
Cc1[nH]nc2c1C(c1ccc(F)cc1)C(C#N)=C(N)O2 (centres undefined) | -8% | 5 | 16 | 15%
COc1ccc(S(=O)(=O)N(C)c2ccc(C(=O)NCC3CCCO3)cc2)cc1 (centres undefined) | -1% | 1 | ? | -5%
COc1ccccc1N1CCN(c2ccc([N+](=O)[O-])cc2Cl)CC1 | -2% | nt | ? | nt
O=C(Nc1ccc2c(c1)OCO2)Nc1cnccn1 | -4% | -5 | ? | -4%
O=C(CCc1nc2ccccc2n1-c1ccccc1)NCCO | 1% | nt | 30 | nt
CCCCC(=O)Nc1ncc(Br)s1 | -16% | 5 | 35 | -12%
Cc1ccccc1C(=O)NC1CCN(CC(=O)Nc2c(C)cccc2C)CC1 | -3% | 9 | 1 | nt
C[C@@H](C(=O)Cc1ccc2ccccc2c1)[C@@H]1C[C@@]1(C)[C@@H](NP(=O)(c1ccccc1)c1ccccc1)c1ccccc1 | -4% | nt | nt | -3%
Cc1ccc(OCc2n[nH]c(=S)n2C2CCCCC2)cc1 | -19% | -4 | 40 | ?
CCOC(=O)C1CCCN(C(=O)CN2C(=O)/C(=C/c3ccc(OC)cc3)Oc3ccccc32)C1 (centres undefined) | 6% | nt | 19 | nt
[O-]/[N+](=C/c1ccc(F)cc1)c1ccccc1 | 3% | 3 | 12 | ?
CCOC(=O)C1CCN(c2ncnc3nc[nH]c23)CC1 | 0% | -3 | ? | nt
OC1CCN(c2ncnc3nc[nH]c23)CC1 | -1% | -3 | 65 | nt
CCc1ncc(C(O)c2cccc3ccccc23)n1C (centres undefined) | 4% | 4 | -26 | -3%
CC(C)(C)c1cc(CN2CCC(O)CC2)cc(C(C)(C)C)c1O | 5% | 4 | -25 | 1%
O=C(Cn1c(-c2cncs2)nc2ccccc21)NCCc1ccccc1 | 6% | -2 | -1 | 6%
CC(C)(Oc1ccc([C@@H]2CC2(Cl)Cl)cc1)C(=O)O | -1%[25.6 µM] | -2[20.6 µM] | nt | 9%[25.6 µM]
CC(=O)O[C@@H]1C(=O)[C@@]2(C)[C@H](O)C[C@H]3OC[C@]3(OC(C)=O)[C@@H]2[C@H](OC(=O)c2ccccc2)[C@@]2(O)C[C@H](OC(=O)[C@@H](O)[C@@H](NC(=O)c3ccccc3)c3ccccc3)C(C)=C1C2(C)C (stereo in doubt) | -2%[25.6 µM] | 0[20.6 µM] | nt | 9%[25.6 µM]
